Screening results: PubChem BioAssay, several laboratories
HSF1 inh = HSF1 inhibition; NIH3T3-HGL HSE-luciferase, MG132-induced, luminescence 8 h; hits give low values; activity change, negative = inhibition, % at 7.5 µM (by protocol); hit rate 0.77% among 300,000;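 active = more than half of replicate wells show activity change below -50%, luminescence cut by over half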;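 note: luciferase reports HSF-1 transcriptional activity via heat shock element; 0% = median of DMSO wells and -100% = zero luminescence signal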
HSF-1 act = increases HSF-1 driven luciferase reporter signal; hit rate 1.7% among 300,000; activation, % at 9 µM; AID 504408; NIH3T3-HGL HSF-1 luciferase reporter, MG132, 8 h; 100% = twice DMSO control signal;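 active = mean replicate activation of at least 50% with a set share of replicates each reaching 50%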;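 note: 0% = median of the neutral control wells and 100% = twice that signal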
HIF act = HIF pathway transcriptional activation; U2OS HRE-luciferase reporter, luminescence; normalized: DMSO 0%, desferrioxamine 100%; activation, % at 7.5 µM (by protocol); hit rate 0.32% among 300,000;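 active = mean activation of at least 10% of the iron chelator positive control signal, with at least half of replicates also reaching 10%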
GSK3 alpha inh = inhibitors of human GSK-3 alpha kinase. P49840. inhibition, % at 10 µM. ADP-Glo luminescence, 60 min. hit rate 0.1% among 320,000;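 in the data active = inhibition above about 50%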;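 note: GST-tagged GSK-3 alpha with peptide substrate and 25 µM ATP; 0% = DMSO neutral wells and 100% = GW8510 positive control wells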
Target sequence (P49840 whole entry, looked up): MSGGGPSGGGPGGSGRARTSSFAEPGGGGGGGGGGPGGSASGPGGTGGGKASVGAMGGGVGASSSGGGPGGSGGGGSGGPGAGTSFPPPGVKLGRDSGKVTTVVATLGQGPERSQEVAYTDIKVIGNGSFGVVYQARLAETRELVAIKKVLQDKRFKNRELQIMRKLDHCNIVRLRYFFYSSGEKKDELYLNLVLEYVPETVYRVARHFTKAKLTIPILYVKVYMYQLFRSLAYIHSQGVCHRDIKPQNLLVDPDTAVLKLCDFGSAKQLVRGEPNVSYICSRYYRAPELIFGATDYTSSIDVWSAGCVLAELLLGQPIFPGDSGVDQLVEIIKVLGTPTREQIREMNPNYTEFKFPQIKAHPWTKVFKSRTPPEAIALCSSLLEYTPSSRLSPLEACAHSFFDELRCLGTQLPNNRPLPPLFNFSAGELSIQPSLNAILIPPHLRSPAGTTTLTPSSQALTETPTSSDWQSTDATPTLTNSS
IEC-6 tox = IEC-6 cytotoxicity, counter-screen for KLF5 inhibitors. luminescence viability. inhibition, % at 5 µM. hit rate 0.78% among 290,000; in the data active = inhibition above about 22%;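 note: 0% = plate median of test compound wells and 100% = cytotoxic reference compound wells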
KLF5 inh = inhibitors of KLF5 expression | DLD-1 KLF5 promoter-luciferase reporter, luminescence | inhibition, % at 5 µM | hit rate 0.23% among 290,000 | AID 1700;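 active = inhibition above a per-plate limit of that plate's mean compound inhibition plus 3 SD, cut at about 60% in these data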;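 note: 0% = DMSO wells and 100% = LY294002 at 200 µM; higher means less KLF5 promoter-driven luciferase light; inactives centre near -14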
HSP90 inh = blocks HSP90-mediated luciferase refolding in reticulocyte lysate. hit rate 0.91% among 290,000. inhibition, % at 5.6 µM. Rabbit reticulocyte lysate, luciferase refolding luminescence, 3 h;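 active = inhibition above the screen-wide mean plus 3 SD, computed separately per campaign, cut at about 16% in these data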;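 note: 0% = DMSO wells and 100% = 60 µM geldanamycin wells; inhibitors lower the luminescence because luciferase stays unfolded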
aSyn UTR inh = 5' untranslated region of α-synuclein, MLPCN primary screen; AID 1813; hit rate 0.82% among 300,000; alpha-synuclein 5'UTR reporter, inhibitor activity; inhibition, % (tested at 7.5 µM); in the data active = inhibition above about 60%;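 note: H4 neuroglioblastoma cells stably carrying SNCA 5'UTR luciferase fusion; 0% = DMSO wells and 100% = positive control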
GSK3B inh = inhibitors of human GSK3beta kinase; hit rate 0.038% among 300,000; GST-GSK3beta kinase, ADP-Glo luminescence, 60 min; hits give low values; activity score (negative = inhibition), % at 10 µM;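 active = more than half of replicate wells score below -50%, meaning over 50% inhibition versus plate controls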;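 note: 0% = median DMSO wells and -100% = median GW8510 positive control wells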
Target sequence (P49841 whole entry, looked up): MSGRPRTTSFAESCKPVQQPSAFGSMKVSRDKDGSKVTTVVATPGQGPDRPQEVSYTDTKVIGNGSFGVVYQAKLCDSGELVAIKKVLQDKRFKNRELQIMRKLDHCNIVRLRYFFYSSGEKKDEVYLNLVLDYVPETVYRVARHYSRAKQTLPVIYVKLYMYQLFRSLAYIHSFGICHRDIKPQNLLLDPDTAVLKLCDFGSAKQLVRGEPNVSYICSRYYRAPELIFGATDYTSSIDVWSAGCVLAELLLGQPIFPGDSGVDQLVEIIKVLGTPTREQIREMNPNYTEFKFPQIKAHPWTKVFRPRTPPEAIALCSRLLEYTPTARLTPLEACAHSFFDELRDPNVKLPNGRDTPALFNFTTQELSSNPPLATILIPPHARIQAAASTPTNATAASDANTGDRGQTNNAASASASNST
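Assay system: GST-fused GSK3beta enzyme, cell-free / Medium: Tris pH 7.5 buffer with MgCl2, DTT, BSA, heparin / Also added: peptide substrate plus 25 µM ATP (final) / Compound: 10 µM single point / Timing: kinase reaction with compound 60 min at room temperature / Detection: ADP-Glo luminescence / Benchmarks: DMSO neutral wells and GW8510 at 20 µM as positive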
AI-2 QS mod = Vibrio harveyi AI-2 quorum sensing modulation | Vibrio harveyi JMH597 AI-2 luminescence/OD600 ratio, 9 h; hits give low values; strain lacks LuxN and CqsS sensors; 0 = neutral-control median | activity change, % at 7.5 µM | hit rate 0.4% among 300,000; in the data active = activity change below about -75%, passing the limit was not always enough;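 note: luminescence divided by OD600 gain over 9 h not by final OD600 alone; inactives centre near 13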
An asterisk follows results filed as active; · = not tested or not shown.

SMILES	HSF1 inh	HSF-1 act	HIF act	GSK3 alpha inh	IEC-6 tox	KLF5 inh	HSP90 inh	aSyn UTR inh	GSK3B inh	AI-2 QS mod
COc1ccc(CC(NC(C)=O)C(=O)NC2CCN(C(=O)c3cccc(Cl)c3)CC2)cc1OC (stereo unspecified)	-3	6	127*	·	2	0	-1	13	-2	10
Cc1nc2ccccn2c1C(=O)N/N=C/c1ccc([N+](=O)[O-])cc1	1	9	-0.2	-1	-4	-2	2	-9	3	24
Cc1ccc(NC(=O)Cc2ncon2)cc1Cl	2	1	0.8	-2	-3	-32	2	-4	1	19
CC1CCN(c2c([N+](=O)[O-])c(=O)n(-c3ccccc3)c3ccccc23)CC1	-5	-5	-0.5	-2	4	-30	1	11	0	22
CC1=C([N+](=O)[O-])C(c2cccc(Br)c2)C2=C(N1)c1ccccc1C2=O (stereo unspecified)	-11	1	2.0	-6	77*	48	0	90*	-1	12
CC1CCN(C(=O)CSc2nnc(CN3CCOCC3)n2-c2ccccc2)CC1	-1	-4	-0.2	-4	-4	5	0	-2	0	5
O=C1Nc2ccccc2N(O)N1c1ccc(S(=O)(=O)N2CCCCCC2)cc1	5	2	-0.1	-1	-9	5	2	6	1	16
COc1ccccc1OCc1ccc(C(=O)NCc2ccco2)o1	-2	-6	0.2	-2	-1	6	-2	-1	0	49
O=C(c1ccco1)N1CCN(C(=O)c2cc(Cl)nc3ccccc23)CC1	-1	-2	0.4	0	·	·	·	20	-1	-1
CC(C)Cn1c(CCCNC(=O)c2ccc(F)cc2)nc2ccccc21	1	-3	-0.2	4	1	-8	-3	3	0	22
Cc1cc(=O)[nH]c(N/N=C/c2ccc(N(C)C)cc2)n1	-4	-6	0.6	-3	-6	-27	3	-33	-1	23
O=C(/C=C/c1ccccc1Br)c1ccc2c(c1)OCO2	-3	0	-0.5	1	-1	-45	0	-7	-1	24
O=C(CN1C(=O)c2ccccc2C1=O)Nc1ccccc1C(F)(F)F	-7	-3	-0.9	1	-9	-39	0	-3	3	23
C/C(CC(=O)Nc1cccc(C(F)(F)F)c1)=N\NC(=O)c1ccncc1	18	14	0.2	-2	7	-1	3	5	-2	23
CC(=C\c1ccccc1)/C=C1/SC(=O)N(CCCC(=O)Nc2ccc(C(=O)O)cc2)C1=O	-30	-29	-0.4	-4	5	10	2	25	2	0
O=C1c2ccccc2N2C(=O)c3ccccc3C2N1O (stereo unspecified)	-1	9	0.1	3	-2	7	1	1	-9	25
C=C(C)CN(CC)C(=O)COc1ccc(S(=O)(=O)Nc2ccc(OC)cc2)cc1	-1	-5	0.1	1	2	1	3	1	1	21
Cc1ccc2cc3cc(C(=O)NCCCN4CCc5ccccc5C4)oc3nc2c1	1	-10	1.1	2	6	-26	-4	-25	0	9
Cc1ccc(NC2=C(N3CCOCC3)C(=O)c3ccccc3C2=O)cc1	13	38	0.8	3	4	-73	8	-84	-3	22
CC1=C(C#N)C(NC(=O)c2ccco2)(C(F)(F)F)C(=O)N1 (stereo unspecified)	6	0	0.1	0	1	0	-1	-6	2	2
O=C(NCC(c1ccco1)N1CCc2ccccc2C1)c1ccc(Cl)cc1 (stereo unspecified)	-4	6	-3.9	0	·	·	·	-11	3	10
CCCc1cc(=O)oc2c(C)c(OCC(=O)Nc3cccnc3)ccc12	4	-1	-1.1	0	-2	-19	0	-15	5	12
O=C(OCC(=O)N1CCCc2ccccc21)c1cccc(S(=O)(=O)N2CCc3ccccc32)c1	-4	14	-0.8	-1	0	10	-1	-3	1	6
Cc1ccc(S(=O)(=O)N2CCCCC2)cc1NC(=O)COC(=O)c1cc[n+]([O-])cc1	2	-4	-0.3	-2	-1	-32	-1	-16	2	8

Structural class: the compounds so far with nitrogen in an aromatic ring.
SMILES	HSF1 inh	HSF-1 act	HIF act	GSK3 alpha inh	IEC-6 tox	KLF5 inh	HSP90 inh	aSyn UTR inh	GSK3B inh	AI-2 QS mod
Cc1nc2ccccn2c1C(=O)N/N=C/c1ccc([N+](=O)[O-])cc1	1	9	-0.2	-1	-4	-2	2	-9	3	24
Cc1ccc(NC(=O)Cc2ncon2)cc1Cl	2	1	0.8	-2	-3	-32	2	-4	1	19
CC1CCN(c2c([N+](=O)[O-])c(=O)n(-c3ccccc3)c3ccccc23)CC1	-5	-5	-0.5	-2	4	-30	1	11	0	22
CC1CCN(C(=O)CSc2nnc(CN3CCOCC3)n2-c2ccccc2)CC1	-1	-4	-0.2	-4	-4	5	0	-2	0	5
O=C(c1ccco1)N1CCN(C(=O)c2cc(Cl)nc3ccccc23)CC1	-1	-2	0.4	0	·	·	·	20	-1	-1
CC(C)Cn1c(CCCNC(=O)c2ccc(F)cc2)nc2ccccc21	1	-3	-0.2	4	1	-8	-3	3	0	22
Cc1cc(=O)[nH]c(N/N=C/c2ccc(N(C)C)cc2)n1	-4	-6	0.6	-3	-6	-27	3	-33	-1	23
C/C(CC(=O)Nc1cccc(C(F)(F)F)c1)=N\NC(=O)c1ccncc1	18	14	0.2	-2	7	-1	3	5	-2	23
Cc1ccc2cc3cc(C(=O)NCCCN4CCc5ccccc5C4)oc3nc2c1	1	-10	1.1	2	6	-26	-4	-25	0	9
CCCc1cc(=O)oc2c(C)c(OCC(=O)Nc3cccnc3)ccc12	4	-1	-1.1	0	-2	-19	0	-15	5	12
Cc1ccc(S(=O)(=O)N2CCCCC2)cc1NC(=O)COC(=O)c1cc[n+]([O-])cc1	2	-4	-0.3	-2	-1	-32	-1	-16	2	8

Next entries follow:
SMILES	HSF1 inh	HSF-1 act	HIF act	GSK3 alpha inh	IEC-6 tox	KLF5 inh	HSP90 inh	aSyn UTR inh	GSK3B inh	AI-2 QS mod
C/C(=C\C(=O)c1cccnc1)Nc1ccc(C(=O)O)cc1	-3	-1	-0.8	-2	2	-9	1	10	-2	12
O=C(NCCC1=CCCCC1)C1CCN(S(=O)(=O)N2CCOCC2)CC1	-1	-8	0.8	0	1	-15	1	-39	3	18
COc1cc(NC(=O)CSc2nc(=O)n(CCN3CCOCC3)c3c2CCCC3)cc(OC)c1	12	5	-0.2	-1	·	·	·	-13	5	5
Cc1cc(S(=O)(=O)NCc2ccccn2)c(Cl)cc1Cl	-1	4	-2.5	0	1	-25	1	8	1	0
Cc1cc(C)cc(N2CCCC2=O)c1	-5	-6	-0.8	1	2	6	1	15	-1	18
Cc1ccc(NC(=O)c2cc(S(=O)(=O)c3ccccc3)ccc2Cl)cc1	4	13	0.3	11	-1	-6	3	-9	1	15
CC(C)c1ccc(-c2nc3ccccc3s2)cc1	-91*	-92	-3.8	-3	9	37	84*	98*	0	16
Oc1cccc(C2c3[nH]c4ccccc4c3CCN2Cc2cnn(-c3ccccc3)c2)c1 (stereo unspecified)	-5	5	-0.4	1	6	-1	4	2	2	15
N/C(=N\OC(=O)c1ccccc1[N+](=O)[O-])c1ccccn1	9	36	1.9	5	5	-133	0	-104	-1	19
Cc1cc(OCC(=O)Nc2ccc3oc(=O)ccc3c2)ccc1Cl	0	31	-0.6	1	3	-1	-1	3	2	17
O=C(O)c1ccc(-n2c(-c3cc(C4CC4)[nH]n3)n[nH]c2=S)cc1	0	-5	-0.1	4	0	4	3	6	-1	7
COc1ccc(S(=O)(=O)NCC2CCCN(Cc3cccc(C(C)=O)c3)C2)cc1 (stereo unspecified)	4	14	0.1	-2	-8	-6	-5	-16	0	25
COc1cc(C(=O)NNC(=O)C2CC=CCC2C(=O)O)cc(OC)c1OC (stereo unspecified)	0	-2	-2.7	0	70*	39	0	5	2	14
COc1ccc(CN(C)C(=O)CNC(=O)c2ccc(C)cc2)cc1	-7	5	-0.5	-1	1	-35	3	0	-3	2
CC1Cc2ccccc2N1C(=O)CN1CCCCC1 (stereo unspecified)	-5	-9	0.9	-1	3	-41	-1	-4	0	13
COc1ccc(NS(=O)(=O)c2cc(NC(=O)c3cc(=O)c4ccccc4o3)ccc2OC)cc1	1	-9	-0.5	0	-1	-5	5	10	-2	21
CCCc1nc2n[nH]c(N)c2c2c1COC(C)(C)C2	-6	-11	-0.9	1	-2	-34	-1	44	0	25
COc1ccc(NC(=O)CC2C(=O)N(c3ccc(OC)cc3)C(=S)N2NC(=O)c2cccc(F)c2)cc1 (stereo unspecified)	6	9	2.2	0	-9	-17	-1	6	-2	23
CCOc1cc2c(C#N)c(N3CCCCC3)nc(N)c2c(N)n1	10	12	0.9	14	-5	9	-1	-7	-15	-4
CN(c1cccnc1)c1ncnc2[nH]ncc12	1	27	0.7	2	-4	-4	-4	-23	-2	20
Cc1ccc2nc(Nc3ccccc3)c(C=O)c(=O)n2c1	1	-2	-1.4	1	-5	-32	-1	-24	0	4
CCOC(=O)c1c(C=O)c2sc(C)cc2n1C	-1	7	0.6	-2	1	-12	0	3	1	8
Cc1cc(C)cc(N=c2c([N+](=O)[O-])nn(-c3ccc4c(c3)OCCO4)n2O)c1	-6	-25	-0.4	-3	14	16	4	28	-1	19
COc1ccc(S(=O)(=O)N2CCN(c3ccc4nnc(-c5ccc(F)cc5)n4n3)CC2)cc1	-3	2	-0.2	8	-8	-28	-1	26	1	15
N=C1/C(=C\c2ccc(-c3cc(Cl)cc(Cl)c3)o2)C(=O)N=C2SC=C(c3ccccc3)N12	-4	16	-0.4	1	-1	-8	1	-8	0	16
COc1ccc(-n2c(C)cc(C(=O)COC(=O)Cn3cnc4ccccc43)c2C)cc1	-6	-18	2.7	-3	-4	28	1	-16	-4	-1
O=C(NCCCN1CCCC1=O)Nc1ccc(Cl)cc1Cl	-4	-3	0.7	-2	-1	-31	3	0	1	21
CC(C)[C@@H]1NC(=O)c2cc([N+](=O)[O-])cc(I)c2NCCC[C@@H](C(N)=O)NC(=O)[C@H](CO)NC1=O	·	·	·	-1	-4	-1	-2	·	·	·
O=C(O)C1=C[C@@H](c2ccc(C(F)(F)F)cc2)C[C@@H](OCCCCO)O1	3	-10	0.0	-5	·	·	·	16	-3	15
COc1ccc(NC(=O)CSc2nnc(C3CCCCC3)n2-c2ccccc2)cc1	0	5	-0.4	-2	9	-5	4	16	3	11
Cc1cc(C(=O)N/N=C2\CCCC(=O)C2)c2ccccc2n1	-3	14	0.1	-2	4	-15	-1	-17	2	14
COc1cc(NC(=O)c2cccc(C)c2)c(OC)cc1NC(=O)CN1CCCCC1	2	-3	-0.5	-1	-1	-25	-1	18	0	-1
